NSD2 HMT inh = inhibitors of human histone methyltransferase NSD2 | O96028 | NSD2 peptide methylation, AlphaScreen, 120 min | inhibition, % at 12.5 µM | 0.54% of 310,000 active | AID 743445; in the data active means inhibition above about 50%
dFosB act = activators of mouse delta FosB homodimer; activation, % at 25 µM; P13346; 0.99% of 340,000 active; purified delta FosB, TAMRA-CDK5 oligo fluorescence polarization; percent of positive-control signal above neutral wells;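 active means mean activation above about 17%, with every replicate also reaching it, limit read from the data, passing the limit was not always enough; inconclusive means only one of the two conditions met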;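 further: fluorescence polarization rise as delta FosB binds a TAMRA Cdk5 AP-1 oligo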
CDK5 p35 inh = blocks human CDK5/p35 kinase activity; Q00535+Q15078; Recombinant CDK5/p35, ADP-Glo luminescence, 60 min; inhibition, % at 10 µM; 0.01% of 330,000 active; AID 488839;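 active means highest replicate inhibition of at least 50% and at least 75% of replicates reaching 50%; inconclusive means only one of the two criteria met; inactive means both criteria failed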;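 further: plate controls were DMSO neutral control for no effect and GW8510 at 10 µM for full effect; many of its hits are not listed in these tables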
SR-BI HDL uptake = blocks mouse SR-BI lipid uptake from DiI-HDL. AID 488896. 0.96% of 320,000 active. ldlA[mSR-BI] CHO cells, DiI-HDL uptake fluorescence, 3 h. inhibition, % at 12.5 µM. Q61009;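 active means mean replicate inhibition of at least 70% and a set share of replicates each scoring 70 or more; inconclusive means meets just one of the two criteria; inactive means fails both criteria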;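 further: 0% = median of neutral control wells and 100% = median of positive control wells; values of inactives mirror those of a sister screen read the other way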
MITF TRPM1 HTS = increases MITF-driven TRPM1 promoter luciferase signal; SK-MEL-5 TRPM1-promoter luciferase, 24 h; % of positive control, neutral wells = 0; activation, % at 12.5 µM; 0.75% of 300,000 active; AID 588334;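 active means mean activation of at least 80% with every replicate also reaching 80%; inconclusive means mean reaches 80% but some replicate falls short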;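 further: 0% = neutral control wells and 100% = parthenolide positive control wells; values of inactives mirror those of a sister screen read the other way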
V-ATPase pHluor = regulators of yeast V-ATPase proton transport | S. cerevisiae, pHLuorin cytosolic pH fluorescence | response, % at 10 µM | 0.37% of 350,000 active; in the data active means response mostly above about 7.3%, no sharp cut-off; inactive means mostly below about 5.4%; further: actives read high; inactives centre near 0; some compounds called inactive have numbers as strong as hits; reference of the scale not given here
HTR5A inv ctr = counter-screen for OPRM1-OPRD1 inverse agonists: human HTR5A inverse agonism; HTR5A cell line, luminescence; AID 504634; inhibition, % at 9.3 µM; P47898; 0.083% of 340,000 active; in the data active means inhibition mostly above about 23%, no sharp cut-off; inactive means mostly below about 18%;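 further: 0% = cells with DMSO and 100% = no-cell wells with DMSO; some compounds called inactive have numbers as strong as hits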
Wnt act = Wnt/beta-catenin pathway activation; 1.2% of 300,000 active; Wnt/beta-catenin reporter cell assay, activator, plate reader; activation, % at 9.35 µM; in the data active means activation above about 30%, passing the limit was not always enough; inconclusive means no clear call, values can overlap the other calls;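 further: 0% = neutral control wells and 100% = positive control wells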
PvdQ inh = blocks Pseudomonas aeruginosa PvdQ acylase activity. purified PvdQ acylase, fluorescence plate reader. 0.063% of 340,000 active. AID 488965. inhibition, % at 10 µM; in the data active means inhibition above about 30%, passing the limit was not always enough; inconclusive means no clear call, values can overlap the other calls;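 further: 0% = vehicle neutral wells and 100% = reference inhibitor wells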
HTR5A ag = counter-screen for OPRM1-OPRD1 agonists: human HTR5A agonism | P47898 | HTR5A agonist assay, luminescence, cell-based | activation, % at 9.3 µM | 0.61% of 340,000 active; in the data active means activation mostly above about 9.5%, no sharp cut-off; inactive means mostly below about 7.6%;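 further: 0% = cells with vehicle only and 100% = reference agonist; strong numbers were not always called active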
Starred values were filed as active, the others as inactive; ? = inconclusive; · = no result given.

SMILES	NSD2 HMT inh	dFosB act	CDK5 p35 inh	SR-BI HDL uptake	MITF TRPM1 HTS	V-ATPase pHluor	HTR5A inv ctr	Wnt act	PvdQ inh	HTR5A ag
COc1ccc(C(=O)N/N=C\c2coc3ccccc3c2=O)cc1	-1	-6	0.2	-16	3	2	-16	3	-9	-1
COCCNC(=O)CN1N=C(c2ccc(OC)cc2)CCC1=O	-2	-5	1.1	-8	-3	0	-18	-2	0	5
COc1ccc(CC(=O)Oc2cc(C)ccc2C)cc1	-4	-6	-1.0	-6	2	1	-2	-1	-18	1
Cc1sc2nc(SCCO)n(-c3ccccc3)c(=O)c2c1C	-1	2	-1.7	19	·	1	5	-2	-1	-1
CC(C)C(NC(=O)c1ccccc1F)C(=O)NCc1ccccc1 (stereo not given)	7	2	0.3	-54	5	-3	16	-3	2	-6
CC(Oc1ccc2c(-c3ccccc3)cc(=O)oc2c1)C(=O)NCC(O)c1ccccc1 (stereo not given)	·	0	-0.9	38	-9	1	16	-1	-7	2
CCCCCCNC(=O)c1cc(S(=O)(=O)N2CCc3ccccc32)ccc1F	-3	5	0.1	-13	-20	-3	-12	0	6	3
COc1ccccc1NC(=O)CN(C)S(=O)(=O)c1cccc2cccnc12	0	-3	-0.2	-1	-11	-3	-1	-1	2	-2
Cc1ccc(NC(=O)CSc2nnc(-c3cc(C)[nH]n3)n2N)c(C)c1	-3	9	0.5	-7	7	-7	-16	1	0	1
CCN(CCCNC(=O)c1c(C)cc(=O)oc1C)c1cccc(C)c1	17	-12	-2.8	8	2	5	6	·	-7	-2
CCOC(=O)Cn1c(C(C)=O)nc2ccccc21	·	-6	-0.9	·	-7	2	5	-3	-11	-2
CCOc1ccccc1CNC(=O)CCc1cn(C)c2ccccc12	-5	0	-0.6	7	17	-1	-24	-1	2	6
Cc1ccc(NC(=S)N(CCN(C)C)Cc2cccs2)cc1C	-3	3	-0.3	-12	7	0	25	-1	-8	0
O=C(CCN1C(=O)C2CCCCC2C1=O)Nc1cc([N+](=O)[O-])ccc1Cl (stereo not given)	5	0	-2.8	-9	-11	-2	-24	-4	-12	9
COc1cc(/C=N/NC(=O)CN(CCc2ccccc2)S(=O)(=O)c2ccc(NC(C)=O)cc2)cc(OC)c1OC	-2	-1	1.2	21	13	-2	-23	-1	21	-5
COc1ccc(C(=O)NC(C)c2ccncc2)cc1S(=O)(=O)N(C)Cc1ccccc1 (stereo not given)	0	-12	0.3	21	5	-1	7	0	-7	-3
O=C(c1ccc(Cl)s1)N(Cc1nnc(-c2ccccc2Cl)o1)C1CC1	·	-4	0.1	12	40	1	-14	8	-14	3
N#Cc1cccc(C#N)c1Oc1ccc(S(=O)(=O)Nc2ccccc2)cc1	-4	-3	1.3	-7	·	-4	·	-1	-10	·
O=[N+]([O-])c1cccnc1Oc1ccc(OCc2ccccc2)cc1	-2	2	-1.4	-11	65	3	-16	9	-13	4
O=C(c1ccc(-c2ccc(Cl)cc2)o1)N1CCN(c2ccc([N+](=O)[O-])cc2Cl)CC1	-1	-16	1.4	43	-4	-2	-9	0	-6	-1
Cc1noc(C)c1CSc1nc2ccccc2c(=O)n1-c1ccc(F)cc1F	-1	1	1.3	3	-29	-1	12	-3	-8	2
O=C(Nc1cccc2ncccc12)c1cc([N+](=O)[O-])ccc1Cl	-29	4	0.9	8	-8	1	12	3	-16	-3
CC[C@]12c3[nH]c4cc(CCC(=O)N(C)C)ccc4c3CCN1C(=O)[C@@H](CC(=O)NC/C=C(\C)CCC=C(C)C)C[C@@H]2C(=O)N1CCN(C(=O)C2CC2)CC1	·	-13	0.1	8	-23	0	0	-3	-11	0
Cc1cccc(C)c1NC(=O)Cn1c(=O)n(CCCC(=O)NCc2ccco2)c(=O)c2sccc21	1	6	-2.4	-17	1	3	-31	·	-14	5
Cc1c(NC(=O)c2cccc(NC(=O)Cc3ccccc3F)c2)c(=O)n(-c2ccccc2)n1C	-5	-4	0.3	1	-3	0	16	11	6	-6
Cc1ccccc1C(=O)Nc1ccc(S(=O)(=O)N2CC(C)OC(C)C2)cc1 (stereo not given)	0	-5	0.9	29	-3	-1	16	-2	-21	-8
COc1ccccc1CNC(=O)CC12CC3CC(CC(Br)(C3)C1)C2	4	-4	-0.2	·	-3	-3	-16	3	1	5
Cc1ccc(S(=O)(=O)N2[C@@H](c3ccccc3)C(C(=O)O)=CC[C@H]2c2cccc(C)c2)cc1	·	-5	-0.7	-3	-6	-1	4	2	-13	2
CCOc1ncccc1C(=O)Oc1ccc2c(c1)OCO2	0	-2	2.0	-6	10	-2	8	·	-13	-2
CC(=O)Nc1ccccc1C	·	-1	-2.2	3	-3	1	-9	4	-10	2

Exported with values under each structure: 6 of the compounds above.
The line under a structure holds: NSD2 HMT inh	dFosB act	CDK5 p35 inh	SR-BI HDL uptake	MITF TRPM1 HTS	V-ATPase pHluor	HTR5A inv ctr	Wnt act	PvdQ inh	HTR5A ag
> O=C(c1ccc(-c2ccc(Cl)cc2)o1)N1CCN(c2ccc([N+](=O)[O-])cc2Cl)CC1
    -1	-16	1.4	43	-4	-2	-9	0	-6	-1
> Cc1noc(C)c1CSc1nc2ccccc2c(=O)n1-c1ccc(F)cc1F
    -1	1	1.3	3	-29	-1	12	-3	-8	2
> O=C(Nc1cccc2ncccc12)c1cc([N+](=O)[O-])ccc1Cl
    -29	4	0.9	8	-8	1	12	3	-16	-3
> CC[C@]12c3[nH]c4cc(CCC(=O)N(C)C)ccc4c3CCN1C(=O)[C@@H](CC(=O)NC/C=C(\C)CCC=C(C)C)C[C@@H]2C(=O)N1CCN(C(=O)C2CC2)CC1
    ·	-13	0.1	8	-23	0	0	-3	-11	0
> Cc1cccc(C)c1NC(=O)Cn1c(=O)n(CCCC(=O)NCc2ccco2)c(=O)c2sccc21
    1	6	-2.4	-17	1	3	-31	·	-14	5
> Cc1c(NC(=O)c2cccc(NC(=O)Cc3ccccc3F)c2)c(=O)n(-c2ccccc2)n1C
    -5	-4	0.3	1	-3	0	16	11	6	-6

Structures from the list above that contain two or more sulfur atoms (two):
SMILES	NSD2 HMT inh	dFosB act	CDK5 p35 inh	SR-BI HDL uptake	MITF TRPM1 HTS	V-ATPase pHluor	HTR5A inv ctr	Wnt act	PvdQ inh	HTR5A ag
Cc1sc2nc(SCCO)n(-c3ccccc3)c(=O)c2c1C	-1	2	-1.7	19	·	1	5	-2	-1	-1
Cc1ccc(NC(=S)N(CCN(C)C)Cc2cccs2)cc1C	-3	3	-0.3	-12	7	0	25	-1	-8	0

Continued:
SMILES	NSD2 HMT inh	dFosB act	CDK5 p35 inh	SR-BI HDL uptake	MITF TRPM1 HTS	V-ATPase pHluor	HTR5A inv ctr	Wnt act	PvdQ inh	HTR5A ag
CCN(CC)C(=O)c1sc(NC(=O)c2ccco2)c(C#N)c1C	0	-1	-2.2	-3	-4	0	5	2	0	1
CC1CCCCN1C(=O)COC(=O)C1CCN(S(=O)(=O)c2ccc3c(c2)OCCO3)CC1 (stereo not given)	10	-1	0.5	12	-3	-4	11	-1	2	-2
O=C1OCCC1Sc1nnnn1-c1ccc(Cl)cc1 (stereo not given)	-4	2	2.4	-15	-20	4	-5	0	5	2
O=C(NN1C(=O)/C(=C/c2ccc(O)c(O)c2)SC1=S)c1ccccc1	·	7	4.9	48	·	1	31*	-3	-5	-8
COc1ccc(Cl)cc1C(=O)Nc1nc(C)cc(C)n1	-2	-4	-0.1	-36	·	1	11	1	-4	-1
CN1CCN(C(=O)CCN2C(=O)/C(=C\c3ccccc3F)SC2=S)CC1	·	1	-1.2	-11	7	5	-24	-1	-15	-1
Cn1cc(C(=O)c2ccc(Cl)cc2Cl)cc1C(=O)N/N=C(\N)COc1ccc(Cl)cc1	0	0	-1.0	·	-10	7	-13	-3	6	2
Cc1nn(-c2cc(C)c3ccccc3n2)c2c1C1C(C2)C1(C)C (stereo not given)	-1	-10	3.1	·	-8	-76	-4	0	-3	1
CC(C)c1ccc(S(=O)(=O)N2CCN(C(=S)NCc3ccco3)CC2)cc1	-1	-1	0.9	-12	-2	-1	-8	·	-7	2
CC(C(=O)NC1CCCCCC1)c1ccc([N+](=O)[O-])cc1 (stereo not given)	-4	1	-0.3	5	·	-1	-16	0	0	4
Cc1noc(/C=C/c2ccco2)c1S(=O)(=O)N1CCC(C(=O)N2c3ccccc3CC2C)CC1 (stereo not given)	0	-2	-0.5	3	·	-1	7	-9	7	1
CC(C)CCn1c(CN2CCN(C(=O)c3ccco3)CC2)nc2c1c(=O)n(C)c(=O)n2C	·	-6	-2.5	-6	-2	-2	-7	-2	-14	2
CCOC(=O)C1(Cc2ccccc2)CCCN(S(=O)(=O)N(C)C)C1 (stereo not given)	-1	-6	2.2	-5	0	-1	0	2	-17	0
CCOC(=O)CN1C(=N)N(c2nc(NC(C)C)nc(OC)n2)CC1=O	22	-10	-0.5	-20	2	1	0	0	-5	1
O=C1CC(c2cccc(O)c2)Oc2ccccc21 (stereo not given)	0	-5	1.5	-4	·	-1	-36	23	4	14
Nc1ccc(-c2nc3ccccc3[nH]2)cc1	·	3	2.4	-6	7	0	7	?	-11	-2
COc1ccc(S(=O)(=O)N2CCOCC2)cc1NC(=O)c1cccs1	-2	-12	-1.7	-9	-2	-1	16	16	-3	0
COc1ccc(CNC(=O)/C=C/c2ccc(S(=O)(=O)NCc3ccco3)cc2)cc1OC	-4	-12	0.5	35	-4	1	-15	-1	-20	5
COc1ccc(S(=O)(=O)N2CCCC(C(=O)NCc3ccncc3)C2)cc1Cl (stereo not given)	-1	5	-2.0	14	0	-1	-2	·	4	1
Cc1[nH]c(C(=O)N/N=C/c2ccc(C(=O)O)cc2)c(C)c1C(=O)N/N=C/c1ccc(C(=O)O)cc1	2	6	-1.2	-19	-14	-2	-19	2	26	6
O=c1c2c(-c3ccc(Cl)cc3)csc2nc2n1CCC2	-1	-7	0.0	16	17	-1	-7	·	7	0
O=C1c2ccccc2C(=O)N1c1ccc(S(=O)(=O)N2CCCCC2)cc1	9	-1	2.3	-6	·	-1	10	0	-14	-3
O=C(CC12CC3CC(CC(C3)C1)C2)NCC(=O)OCc1cc(=O)oc2ccc3ccccc3c12	-3	-2	-0.5	8	31	-2	-6	-8	7	2
CS(=O)(=O)N(CC(=O)NCC1CCCO1)c1cccc(Cl)c1 (stereo not given)	0	-5	1.3	-16	2	2	-1	-2	3	0
COc1cc(NC(=O)c2cc(C(C)C)on2)cc(OC)c1OC	·	-6	1.0	44	·	5	-20	2	-2	7
Cc1ccc(NC(=O)COC(=O)c2cc(=O)c3cc(F)ccc3o2)cc1	-1	0	0.6	-31	4	1	-6	2	3	2
Cc1ccc(NC(=S)N(Cc2ccccc2)Cc2cccs2)c(C)c1	-6	2	1.0	3	2	-3	-43	-1	4	-3
CCCn1nnc(NC(=S)NC(=O)C(C)(C)C)n1	-2	7	-0.5	15	7	-1	20	-12	-13	-6

From PubChem

Compounds as they come; 5% or so of the library scored in one or more.
